# EZH2 inh: blocks human EZH2/PRC2 H3K27 methylation; Q15910; DELFIA TRF, 1 h; actives 0.35% (n = 57,000); inhibition, % at 12.5 µM;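 active = mean inhibition of replicates at least 50% and every single replicate also reaching 50%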;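 note: dimethyl H3K27 on biotinylated H3 21-44 peptide detected by antibody; plate controls were median neutral control wells for no effect and median positive control wells for full effect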
# IDH1 mut inh: IDH1 R132H (human) inhibition | O75874 | IDH1 R132H reductase, diaphorase/resazurin fluorescence, 60 min | inhibition, % at 10 µM | actives 0.18% (n = 70,000) | AID 624101; in the data active = inhibition above about 34%;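 note: 0% = DMSO and 100% = no enzyme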
# Target sequence (O75874 whole entry R132H): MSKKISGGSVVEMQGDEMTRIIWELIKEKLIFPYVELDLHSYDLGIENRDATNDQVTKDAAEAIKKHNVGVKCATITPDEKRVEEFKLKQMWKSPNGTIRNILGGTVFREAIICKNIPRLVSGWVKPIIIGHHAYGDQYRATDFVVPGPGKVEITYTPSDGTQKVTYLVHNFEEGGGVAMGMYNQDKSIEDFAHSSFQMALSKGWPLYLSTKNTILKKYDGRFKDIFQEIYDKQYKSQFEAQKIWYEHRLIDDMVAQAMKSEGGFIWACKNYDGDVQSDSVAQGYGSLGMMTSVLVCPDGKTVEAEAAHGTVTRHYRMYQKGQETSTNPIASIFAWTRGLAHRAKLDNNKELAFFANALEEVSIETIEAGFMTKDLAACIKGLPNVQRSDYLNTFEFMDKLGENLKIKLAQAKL
# Active calls of the source: *; . = not tested or not shown; & = joins results of further samples. Some of the compounds tested; rates above refer to the full screens.
# Order of results – EZH2 inh | IDH1 mut inh
Cc1ccc([N+](=O)[O-])cc1N(CC(=O)Nc1ccc(Cl)c(C(F)(F)F)c1)S(C)(=O)=O
  9.5 | 0.3
CC1(C)CC(=O)c2c(O)cc(OCC(=O)c3cccc([N+](=O)[O-])c3)cc2O1
  -7.6 | -0.1
CCn1cc(C(=O)NC(=S)Nc2sc3c(c2C(=O)OC)CCCCCC3)cn1
  -5.5 | -0.1
C[C@H]1CN([C@@H](C)CO)C(=O)c2cccc(NS(=O)(=O)c3cccs3)c2O[C@@H]1CN(C)C(=O)Nc1ccc(C(F)(F)F)cc1
  . | 1.3
C[C@@H]1CN([C@@H](C)CO)C(=O)Cc2cc(NS(=O)(=O)c3ccc(Cl)cc3)ccc2O[C@H]1CN(C)Cc1ccc(C(=O)O)cc1
  . | 7.3
CO[C@@H]1CN(C)C(=O)c2ccc(NC(=O)C3CC3)cc2OC[C@@H](C)N(Cc2cncnc2)C[C@@H]1C
  20.7 | 0.1
C[C@@H](NC(=O)C[C@@H]1C=C[C@H](NC(=O)C2CC2)[C@@H](CO)O1)c1ccccc1
  -4.6 | 0.2
C[C@@H]1CN([C@H](C)CO)C(=O)Cc2cc(NC(=O)CCCCCC(=O)Nc3ccccc3N)ccc2O[C@H]1CN(C)CC1CCCCC1
  -19.8 | -0.5
C[C@@H]1CN([C@@H](C)CO)C(=O)Cc2cc(NS(=O)(=O)c3cn(C)cn3)ccc2O[C@H]1CN(C)S(=O)(=O)c1ccc(F)cc1
  . | 0.3
C[C@@H]1CN([C@H](C)CO)C(=O)c2cc(NC(=O)Nc3ccc(C(F)(F)F)cc3)ccc2O[C@@H](C)CCCCO[C@H]1CN(C)C(=O)Nc1ccc(C(F)(F)F)cc1
  . | -1.6
CCC(=O)N[C@H]1CC[C@H](CCNC(=O)Nc2ccc(C(F)(F)F)cc2)O[C@@H]1CO
  26.5 | -0.3
C[C@@H]1CN([C@H](C)CO)C(=O)Cc2cc(NS(=O)(=O)c3cccs3)ccc2O[C@H]1CN(C)Cc1ccc(C(=O)O)cc1
  . | -0.6
COc1cc2ncnc(Nc3ccc(OCc4ccccc4)cc3)c2cc1OC
  . | -0.6
Cc1ccc(C(=O)NCCCNc2ccccc2[N+](=O)[O-])cc1
  2.4 | -0.1
C[C@@H]1CN([C@H](C)CO)C(=O)c2cc(NC(=O)C3CC3)ccc2O[C@@H]1CN(C)C(=O)Nc1ccc(C(F)(F)F)cc1
  . | 0.0
Cc1cc(C)c2nc(-c3ccncc3)cc(C(=O)N3CCN(Cc4ccccc4Cl)CC3)c2c1
  -13.5 | 8.4
COc1ccc(-c2noc(CN(C(=O)c3c(-c4ccccc4Cl)noc3C)C(C)C)n2)cc1
  0.5 | -0.5
O=C(CN1CCOCC1)N[C@@H]1CC[C@H](CCNC(=O)C2CCCC2)O[C@H]1CO
  26.9 | 0.0
CN(C(=O)CSc1nc(N)c2c3c(sc2n1)CSC(C)(C)C3)c1ccccc1
  -1.7 | 0.5
CC(C)c1cn(CC[C@H]2CC[C@H](N)[C@@H](CO)O2)nn1
  4.8 | 0.8
Cc1cc(C(=O)CSc2nnc3ccccn23)c(C)n1-c1cc(Cl)ccc1Cl
  -13.4 | -0.6
O=C(C[C@@H]1C=C[C@@H](NC(=O)C2CCOCC2)[C@H](CO)O1)NCC1CCCCC1
  4.5 | 0.0
O=C1c2ccccc2C(=O)N1CCc1nc2ccccc2c(=O)n1Cc1ccccc1
  -5.6 | 0.1
O=C(Nc1ccc(F)cc1)N[C@H]1CC[C@@H](CCn2cc(C3(O)CCCC3)nn2)O[C@@H]1CO
  6.9 | -0.3
C[C@H](O)C#Cc1ccc2c(c1)O[C@H](CN(C)C)[C@@H](C)CN([C@@H](C)CO)S2(=O)=O
  . | -0.4
O=C(C[C@@H]1C=C[C@@H](NC(=O)Nc2ccc(F)cc2)[C@H](CO)O1)NCc1ccccn1
  7.4 | -0.1
CCNC(=O)C[C@@H]1C=C[C@@H](NS(=O)(=O)c2ccc(C)cc2)[C@@H](CO)O1
  13.3 | 0.1
CCC(=O)N[C@@H]1C=C[C@H](CC(=O)OC)O[C@H]1CO
  -3.8 | -0.8
CCCNC(=O)N[C@H]1CC[C@H](CCn2cc(C3CCCC3)nn2)O[C@@H]1CO
  1.0 | 0.0
Cc1ccc(OCC(=O)Nc2cccc(-c3nc4ccccc4[nH]3)c2)cc1
  . | -0.1
Nc1nnc(SCC(=O)NC2CCCCCC2)s1
  . | 0.2
C=CC[C@]12N=C(c3ccc(OCCCO)cc3)O[C@H]1c1ccccc1N(CCS(=O)(=O)c1ccccc1)C2=O
  2.6 | .
COC(=O)c1ccccc1NC(=O)COc1cccc(Cl)c1Cl
  23.6 | -0.1
COc1ccc(CN(C)C[C@@H]2Oc3c(NS(=O)(=O)c4cn(C)cn4)cccc3C(=O)N([C@H](C)CO)C[C@H]2C)cc1
  10.7 | -1.5
CO[C@H]1CN(C)C(=O)c2ccc(NS(=O)(=O)c3cccc(F)c3)cc2OC[C@@H](C)N(C(=O)Cc2cccnc2)C[C@@H]1C
  12.9 | -0.3
CCCN1C[C@H](C)[C@H](OC)CN(C)C(=O)c2cc(NC(=O)c3ccccc3)ccc2OC[C@@H]1C
  -5.6 | 0.4
C[C@H]1CN([C@@H](C)CO)C(=O)c2cccc(NC(=O)C3CCOCC3)c2O[C@@H]1CN(C)CC1CC1
  12.3 | -0.3
COCC#Cc1cnc2c(c1)C(=O)N([C@@H](C)CO)C[C@H](C)[C@H](CN(C)C(=O)Nc1ccccc1F)O2
  . | 2.3
CO[C@@H]1CN(C)C(=O)c2ccc(NS(=O)(=O)c3ccc(C)cc3)cc2OC[C@@H](C)NC[C@@H]1C
  -4.5 | 0.5
Cc1ccc(-n2c(SCC(=O)Nc3c(F)cc(F)cc3Br)nc3ccccc3c2=O)cc1
  12.3 | 0.1
CCC(=O)Nc1ccc2c(c1)OC[C@@H](C)N(Cc1cc(-c3ccccc3)on1)C[C@@H](C)[C@H](OC)CN(C)C2=O
  -10.0 | -0.1
COc1ccc(CN(C)C[C@H]2Oc3ccc(NC(=O)Nc4ccc(F)cc4)cc3C(=O)N([C@H](C)CO)C[C@@H]2C)cc1
  . | -1.0
C[C@H]1CN([C@@H](C)CO)C(=O)c2cc(NC(=O)Nc3ccc4c(c3)OCO4)ccc2O[C@@H]1CN(C)C(=O)NC1CCCCC1
  . | -2.1
CCCN1C[C@@H](C)[C@H](OC)CN(C)C(=O)c2cc(NC(=O)NC3CCCCC3)ccc2OC[C@@H]1C
  -7.1 | 0.1
C[C@H](CO)N1C[C@H](C)[C@@H](CN(C)S(=O)(=O)c2ccc(F)cc2)OCCCC[C@H](C)Oc2ccc(NC(=O)Nc3ccc(F)cc3)cc2C1=O
  . | 2.4
C[C@@H]1CN([C@@H](C)CO)C(=O)Cc2cc(NC(=O)Nc3ccccc3)ccc2O[C@H]1CN(C)Cc1ccncc1
  -7.6 | -0.3
C[C@H]1CN([C@@H](C)CO)C(=O)c2cc(NC(=O)Nc3ccc(F)cc3)ccc2O[C@@H]1CN(C)C(=O)Nc1ccc(F)cc1
  . | 2.9
O=C(NO)c1cccc(C(=O)N/N=C/c2c(O)cc(O)cc2O)c1
  30.4 | 9.8
O=C(O)C[C@@H]1C[C@@H]2c3cc(NC(=O)CC4CC4)ccc3O[C@@H]2[C@H](CO)O1
  -8.1 | -0.6
C[C@H]1CN([C@@H](C)CO)C(=O)Cc2cc(NC(=O)Cc3ccccc3)ccc2O[C@@H]1CN(C)Cc1ccc(C(=O)O)cc1
  -1.8 | 1.2
C[C@@H]1CN([C@@H](C)CO)C(=O)c2cc(NC(=O)CCC(F)(F)F)ccc2O[C@@H](C)CCCCO[C@@H]1CN(C)C(=O)NC1CCCCC1
  . | 1.1
CC(C)CC#Cc1ccc2c(c1)O[C@@H](CN(C)C(=O)Cc1cccnc1)[C@@H](C)CN([C@@H](C)CO)S2(=O)=O
  -7.4 | 13.3
C[C@@H]1CN([C@H](C)CO)C(=O)Cc2cc(NC(=O)c3ccncc3)ccc2O[C@@H]1CN(C)Cc1ccc(Cl)c(Cl)c1
  -3.2 | .
CCOc1ccccc1NC(=O)CSc1nc2ccccc2c(=O)n1-c1ccc(Cl)cc1
  -14.2 | -0.4
C[C@@H]1CN([C@H](C)CO)S(=O)(=O)c2ccc(C#CCN(C)C)cc2O[C@H]1CN(C)C(=O)C1CC1
  2.5 | .
O=C(NCc1ccco1)c1cc([N+](=O)[O-])ccc1N1CCOCC1
  4.7 | 0.0
O=C(C[C@H]1CC[C@@H](NC(=O)c2ccccc2)[C@@H](CO)O1)Nc1ccc(-c2ccccc2)cc1
  4.1 | -0.3
COc1ccc(NC(=O)N[C@H]2CC[C@@H](CCn3cc(-c4ccccc4F)nn3)O[C@H]2CO)cc1
  -20.8 | 0.3
CO[C@@H]1CN(C)C(=O)c2ccc(NC(=O)c3nc4ccccc4s3)cc2OC[C@H](C)N(Cc2cccnc2)C[C@H]1C
  -26.2 | .
COCC#Cc1ccc2c(c1)O[C@H](CN(C)C(=O)CN(C)C)[C@@H](C)CN([C@@H](C)CO)S2(=O)=O
  -4.3 | 0.8

# Look-ups from above.
# IDH1 mut inh, COc1ccc(CN(C)C[C@@H]2Oc3c(NS(=O)(=O)c4cn(C)cn4)cccc3C(=O)N([C@H](C)CO)C[C@H]2C)cc1 is entered as -1.5
# IDH1 mut inh, COC(=O)c1ccccc1NC(=O)COc1cccc(Cl)c1Cl is entered as -0.1

# 4 of the compounds above, tab-delimited:
SMILES	EZH2 inh	IDH1 mut inh
O=C(NCc1ccco1)c1cc([N+](=O)[O-])ccc1N1CCOCC1	4.7	0.0
O=C(C[C@H]1CC[C@@H](NC(=O)c2ccccc2)[C@@H](CO)O1)Nc1ccc(-c2ccccc2)cc1	4.1	-0.3
COc1ccc(NC(=O)N[C@H]2CC[C@@H](CCn3cc(-c4ccccc4F)nn3)O[C@H]2CO)cc1	-20.8	0.3
CO[C@@H]1CN(C)C(=O)c2ccc(NC(=O)c3nc4ccccc4s3)cc2OC[C@H](C)N(Cc2cccnc2)C[C@H]1C	-26.2	.

# (continued)
# Order of results – EZH2 inh | IDH1 mut inh
COc1ccc(CN(C)C[C@H]2OCCCC[C@H](C)Oc3ccc(NC(=O)C4CCCCC4)cc3C(=O)N([C@H](C)CO)C[C@H]2C)cc1
  . | 9.0
O=C(CCCCCC(=O)Nc1ccccc1O)N/N=C/c1ccc(O)c(F)c1
  5.5 | .
CCOc1ccc(NC(=O)CN2C(=O)c3ccccc3S2(=O)=O)cc1
  -1.2 | 0.0
C[C@H](CO)N1C[C@H](C)[C@@H](CN(C)C(=O)C2CC2)Oc2cc(C3=CCCC3)ccc2S1(=O)=O
  -10.1 | .
CO[C@@H]1CN(C)C(=O)c2cc(NS(=O)(=O)C3CCCCC3)ccc2OC[C@H](C)NC[C@@H]1C
  0.8 | -0.5
CCCC#Cc1ccc2c(c1)O[C@@H](CN(C)CC1CCOCC1)[C@H](C)CN([C@@H](C)CO)S2(=O)=O
  5.7 | -0.7
COCC#Cc1cnc2c(c1)C(=O)N([C@H](C)CO)C[C@H](C)[C@@H](CN(C)C)O2
  0.9 | 0.0
O=C(N[C@@H]1CC[C@H](CC(=O)N2CCC(Cc3ccccc3)CC2)O[C@H]1CO)c1cnccn1
  -2.6 | -0.1
Cn1cc([N+](=O)[O-])c(C(=O)NCc2ccco2)n1
  1.4 | 0.2
Cc1ccc([N+](=O)[O-])cc1S(=O)(=O)NCCOc1ccccc1Cl
  15.0 | 0.1
O=C(C[C@H]1CC[C@H](NC(=O)c2ccccc2)[C@@H](CO)O1)Nc1ccc(-c2ccccc2)cc1
  -1.0 | -0.1
CCOC(=O)c1ccc(NC(=O)Cn2cc(C#N)c3ccccc32)cc1
  5.5 | 0.0
CCCNC(=O)Nc1ccc2c(c1)C(=O)N(C)C[C@H](OC)[C@H](C)CN(C(=O)C1CCCCC1)[C@@H](C)CO2
  4.9 | 0.1
C[C@@H]1CN([C@@H](C)CO)C(=O)c2cc(-c3cccnc3)cnc2O[C@H]1CN(C)C(=O)NC1CCCC1
  5.2 | -0.1
CC(C)NC(=O)N(C)C[C@H]1OCCCC[C@H](C)Oc2ccc(NC(=O)CCCN(C)C)cc2C(=O)N([C@@H](C)CO)C[C@H]1C
  -5.9 | 0.0
Cn1nc(CC(=O)Nc2ccc3c(c2)oc2ccccc23)c2ccccc2c1=O
  -1.9 | -0.3
C[C@H]1CN([C@@H](C)CO)C(=O)c2cc(C#CCN(C)C)cnc2O[C@H]1CN(C)C
  -1.8 | 1.6
CC(C)(C)c1cc(/C=C(\C#N)C(N)=S)cc(C(C)(C)C)c1O
  9.1 | 4.3&0.0
C[C@@H]1CN([C@@H](C)CO)C(=O)c2cc(NS(=O)(=O)c3ccc(F)cc3)ccc2O[C@@H](C)CCCCO[C@@H]1CN(C)C(=O)CCCN(C)C
  . | 1.5
O=C(c1ccco1)c1cn(CC(=O)N2CCCc3ccccc32)c2ccccc12
  . | -0.9
O=C(C[C@@H]1CC[C@H](NC(=O)c2ccc(F)cc2)[C@@H](CO)O1)NCc1ccncn1
  6.4 | -0.3
COc1ccc(NC(=O)N(C)C[C@@H]2Oc3ccc(NS(=O)(=O)c4c(C)noc4C)cc3CC(=O)N([C@@H](C)CO)C[C@@H]2C)cc1
  . | -1.6
COc1ccccc1/C=C/C=O
  -7.5 | .
CO[C@@H]1CN(C)C(=O)c2ccc(NC(C)=O)cc2OC[C@H](C)N(C(=O)c2ccc(F)cc2)C[C@H]1C
  6.3 | 0.0
Cc1ccc([N+](=O)[O-])cc1N(CC(=O)Nc1cccc(Br)c1)S(C)(=O)=O
  -11.7 | 0.1
C[C@H](CO)N1C[C@H](C)[C@H](CN(C)Cc2ccc(C(=O)Nc3ccccc3N)cc2)Oc2ccc(NS(=O)(=O)c3cccs3)cc2CC1=O
  -7.8 | .
CO[C@@H]1CN(C)C(=O)c2ccc(NC(=O)Cc3ccccc3)cc2OC[C@H](C)NC[C@H]1C
  6.9 | 0.3
